# GAA glycogen mod: GAA glycogen-cleavage inhibition or activation; recombinant GAA, glycogen substrate, Amplex Red glucose oxidase fluorescence; 300,000 tested, 0.38% active; Potency, µM (highest dose often 76.4 µM), inactives show top-dose activity change, negative = inhibition, most hits filed as inhibitors; AID 2100; P10253;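 also: 0% = full enzyme reaction and -100% = no-enzyme basal signal; the screen sought inhibitors and activators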
#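 qHTS, 1536-well; enzyme 4 nM final; cpd up to 77 uM; substrate bovine liver glycogen 30 ug; 50 mM citrate/phosphate pH 5.0, 0.01% Tween-20; 37 C, 40 min; Amplex Red detection 45 min RT; Hill fit → AC50.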
# Epigenetic reg: epigenetic control regulation, reporter derepression; AID 1865; murine LDR cells, GFP reporter derepression, 30 h; Potency, µM (titrated, usually from 53.9 µM), inactives show at the highest dose GFP activation, hits mostly activators; 280,000 tested, 0.2% active; also: % of control where 0% means no effect; nearly all actives have a fitted effect of over 60% in size
#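 Murine LDR cells bearing a silenced CMV-driven GFP reporter were exposed to compound for 30 h at 37 C. After PBS washes, GFP-positive cells (20-120 um objects) counted by laser-scanning microplate cytometry.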
# aGal spleen mod: inhibits or activates alpha-galactosidase in human spleen homogenate | AID 2107 | 240,000 tested, 0.008% active | human spleen homogenate, 4MU-alpha-Gal fluorescence, 40 min | Potency, µM (highest dose often 80 µM), for inactives: at the highest dose activity change, negative = inhibition, hits mostly inhibitors;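 also: 0% = enzyme with vehicle and -100% = no enzyme basal signal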
#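 Human spleen homogenate (1 ug) was the enzyme source, with 4-methylumbelliferyl-alpha-D-galactopyranoside (1 mM final) in pH 5.0 citrate buffer with 0.01% Tween-20. Compounds were titrated; after 40 min at 37C, NaOH/glycine stop, 4-MU fluorescence read; AC50 from Hill fits.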
# GAA inh: inhibitors of human lysosomal alpha-glucosidase; P10253; purified human GAA, 4-MU-alpha-glucoside fluorescence; Potency, µM (series often up to 76.9 µM), inactives show top-dose activity change, negative = inhibition, hits mostly inhibitors; 200,000 tested, 0.005% active;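 also: plate controls were uninhibited enzyme wells for no effect and no-enzyme background for full effect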
#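 AC50 values come from Hill fits of compound titrations (up to 77 uM) against 4 nM human enzyme. Substrate 4-methylumbelliferyl-alpha-D-pyranoside at 400 uM, pH 5.0 citrate buffer, 20 min room temperature; fluorescence Ex 365/Em 440 after alkaline stop.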
# aGlu spleen mod: inhibitors or activators of human alpha-glucosidase in spleen homogenate | P10253 | human spleen homogenate, 4-MU-alpha-glucoside fluorescence | Potency, µM (titrated, usually from 79.9 µM), without a hit: top-dose activity change, negative = inhibition, hits mostly inhibitors | 240,000 tested, 0.006% active | AID 2112;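 also: 0% = enzyme with vehicle and -100% = no enzyme basal signal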
#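 AC50 values come from Hill-equation fits of concentration-response data, normalized to no-enzyme and full-activity controls. Enzyme source: 1 ug human spleen homogenate; 1 mM fluorogenic 4-MU glucoside, pH 5.0 citrate buffer, 37 C, 40 min.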
# ALDH1A1 block: ALDH1A1 (human) enzyme inhibition; P00352; Purified ALDH1A1, NADH fluorescence, propionaldehyde substrate; Potency, µM (top dose mostly 75.3 µM), for the others: at the highest dose activity, negative = inhibition, most hits filed as inhibitors; 220,000 tested, 7.3% active; AID 1030; active = well fitted inhibition curve with a large enough effect, not every such curve was filed as active; inconclusive = small, poorly fitted or top-dose-only effect, or another doubt; inactive = no such curve, though single readings can be large or run the other way;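 also: plate controls were no enzyme wells and a reference inhibitor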
# Target sequence (P00352 whole entry, looked up): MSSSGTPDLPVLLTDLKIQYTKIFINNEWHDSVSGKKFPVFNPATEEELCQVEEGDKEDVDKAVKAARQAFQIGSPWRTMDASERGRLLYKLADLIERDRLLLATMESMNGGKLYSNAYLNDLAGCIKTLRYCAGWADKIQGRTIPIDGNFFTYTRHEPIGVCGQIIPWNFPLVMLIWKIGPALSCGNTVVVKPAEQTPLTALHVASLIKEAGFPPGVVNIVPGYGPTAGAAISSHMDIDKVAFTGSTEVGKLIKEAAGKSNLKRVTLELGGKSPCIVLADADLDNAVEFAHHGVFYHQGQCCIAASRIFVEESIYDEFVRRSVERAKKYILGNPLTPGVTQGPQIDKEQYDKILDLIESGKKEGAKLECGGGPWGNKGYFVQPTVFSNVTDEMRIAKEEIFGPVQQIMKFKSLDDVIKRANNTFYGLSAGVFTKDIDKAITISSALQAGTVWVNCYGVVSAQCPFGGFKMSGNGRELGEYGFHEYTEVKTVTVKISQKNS
# NPSR antag: neuropeptide S receptor (human) antagonism, cAMP; 220,000 tested, 1% active; Potency, µM (top dose mostly 38.3 µM), without a hit: at the top dose activity change, negative = inhibition, usual class: inhibitors; Q6W5P4; AID 1461; CHO-NPSR cells, cAMP TR-FRET, antagonist mode; also: % is scaled to controls: 0 for no effect and ±100 for the full control effect; nearly all actives have a fitted effect of over 50% in size; many of its hits are not listed in these tables
# Target sequence (Q6W5P4 whole entry, looked up): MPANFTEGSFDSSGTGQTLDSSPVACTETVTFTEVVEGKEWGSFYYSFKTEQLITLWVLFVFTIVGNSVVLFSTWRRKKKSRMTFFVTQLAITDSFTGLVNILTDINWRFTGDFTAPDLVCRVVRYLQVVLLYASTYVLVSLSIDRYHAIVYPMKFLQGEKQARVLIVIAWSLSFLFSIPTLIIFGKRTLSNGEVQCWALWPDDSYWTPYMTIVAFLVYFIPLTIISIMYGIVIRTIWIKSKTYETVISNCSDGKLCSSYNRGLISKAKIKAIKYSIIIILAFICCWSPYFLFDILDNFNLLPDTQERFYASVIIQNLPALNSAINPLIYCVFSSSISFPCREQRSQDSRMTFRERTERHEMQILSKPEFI
# Tau fluor cs: counter-screen for tau fibril formation inhibitors; tau K18 P301L Alexa594 fluorescence, heparin fibrillization; AID 1463; 280,000 tested, 0.93% active; Potency, µM (top dose mostly 57.7 µM), inactives show top-dose activity change, negative = decrease; also: % is scaled to controls: 0 for no effect and ±100 for the full control effect; nearly all actives have a fitted effect of over 55% in size
#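 Human tau K18 P301L (15 uM unlabeled, 0.24 uM Alexa 594-labeled) in 100 mM sodium acetate pH 7 with 20 uM heparin, 6 hr at 37 C. ThT 30 uM added, 1 hr ambient; Alexa 594 FP and total fluorescence read at 555/632 nm.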
# Active calls of the source: *; ? = inconclusive; · = not tested or not shown; & = joins results of further samples; ! = a repeat was not active; [ ] = another dose, or the depositor's remark. Unless noted, calls follow the shape of the dose curve; as a rule, active = well fitted curve in the direction sought with a large enough effect; inconclusive = small, poorly fitted or top-dose-only effect, or another doubt; inactive = no such curve, though single readings can be large; an effect the other way counts as inactive or inconclusive. Potency is read from the fitted curve at half-maximal effect. These rows are one share of the data; rates above refer to the full screens.
SMILES,GAA glycogen mod,Epigenetic reg,aGal spleen mod,GAA inh,aGlu spleen mod,ALDH1A1 block,NPSR antag,Tau fluor cs
O=C(Cc1cccc2ccccc12)N/N=C/c1ccc2cccc(O)c2n1,-9%,-1.3%,-7%,·,-5%,·,-14%,?
COc1ccc(-c2nc3c(-c4ccc(F)cc4)cnn3cc2C)cc1F,-10%,1.5%,5%,-2%,-4%,5%,33%,-20%
CC(C)(C)N1C(=O)[C@H]2[C@H]3[C@H](O)[C@H](O)C/C(=N/OC[C@@H](O)COCc4ccco4)[C@H]3CC[C@@H]2C1=O,·,1.1%[10.1 µM],-6%[17.5 µM],·,5%[17.4 µM],11%[13.5 µM],·,-2%[11.6 µM]
O=C1C(Cl)=C(NCC2CCCO2)C(=O)N1c1cccc(Cl)c1Cl (stereo unspecified),0%,-1.2%,-1%,-7%,2%,?,-16%[46.1 µM],-29%
O=C(NC(Cc1ccccc1)c1ccc2c(c1)OCCCO2)c1ccccc1 (stereo unspecified),7%,-1.0%,-6%,-6%,-14%,-5%,-11%[46.1 µM],-12%
CCNc1nc2nonc2nc1NCC,5%,0.7%,-12%,-13%,-8%,4%,-20%[46.1 µM],7%
COC(=O)c1ccc(C(=O)OC)c(NC(=O)COC(=O)c2ccc(OC)c(OC)c2OC)c1,12%,2.3%,8%,0%,2%,?,-3%,-7%
C#CCOCCOCCOCCNc1nc(N2CCN(C(=O)[C@H](CCCCN)n3cc(C(N)CO)nn3)CC2)nc(N2CCN(C(=O)[C@H](CCC(=O)O)n3cc(C(N)[C@H](C)CC)nn3)CC2)n1 (stereo partly specified),4%,-0.7%,4%,·,3%,-1%,-35%,5%
Cc1ccc(NC(=O)c2ccc(CNc3c(N4CCC(C)CC4)c(=O)c3=O)cc2)cc1,6%,-1.0%,-16%,·,2%,·,-4%,-18%
Cc1cc2ccccn2c1C(=O)c1nc(N2CCOCC2)ncc1Cl,4%,-0.1%,-3%,1%,-6%,-4%,-22%[46.1 µM],-17%
Cc1cccc(C)c1NC(=O)N1CC=C(n2c(=O)[nH]c3ccccc32)CC1,2%,1.2%,-6%,-10%,-6%,6.3µM*,-7%[46.1 µM],-19%
CNc1nc2[nH]c(=O)c3c(c2s1)OC(N)=C(C#N)C3c1cccc(F)c1 (stereo unspecified),18%,10%,-23%,-1%,-6%,7.1µM*,?,1%
O=C(NCc1ccc(C(F)(F)F)cc1)C1CC(c2ccccc2C(F)(F)F)=NO1 (stereo unspecified),-7%,-2.0%,9%,·,7%,·,-2%,-13%
COc1ccccc1NC(=O)Cn1cnc2c(cnn2-c2ccc(C)c(C)c2)c1=O,6%,15%,-2%,3%,-4%,-14%,-23%[46.1 µM],-21%
Cc1[nH]c(=S)c(C#N)c(C)c1Cc1ccccc1,-12%,-0.4%,-18%,·,5%,·,1%,10%
Cc1ccc(C(=O)CSc2nnc3c4ccccc4nc(C(C)(C)C)n23)cc1,-4%,2.2%,-1%,0%,-3%,?,-19%,-3%
COc1ccc(-n2c(O)c(/C=N/Nc3nc(C)cc(C)n3)c3ccccc3c2=O)cc1OC,?,-3.5%,2%,-7%,3%,0.79µM*,-23%,-30%
CCOc1ccccc1-n1c(SCC(=O)N(C(C)C)C(C)C)nnc1-c1cccnc1,6%,1.9%,0%,?,-3%,?,-16%[46.1 µM],3%
O=C(CC1Nc2cccc3cccc(c23)NC1=O)Nc1ccc(F)cc1 (stereo unspecified),?,-0.1%&0.0%,-6%,2%,-2%,?,-11%,8.9µM*![quencher]
COc1ccc(CC(=O)Nc2ccc(-c3noc(-c4cc(OC)c(OC)c(OC)c4)n3)cc2)cc1,2%,2.5%,0%,-5%,-1%,-6%,-12%[46.1 µM],-8%
C=CCNC(=O)CCNS(=O)(=O)c1ccc(Br)cc1,9%,0.0%,15%,-7%,7%,-5%,-5%[46.1 µM],-30%
Cc1ccc(NC(C(N)=O)c2c(C)[nH]c(=O)[nH]c2=O)cc1 (stereo unspecified),5%,-1.0%,-4%,0%,-2%,19%,0%[46.1 µM],11%
Cc1nc2ccccc2c(=O)n1/N=C/c1c(O)ccc2ccccc12,-1%,0.0%,-14%,4%,-5%,5%,14%,?
CCC(C)n1c(SCC(=O)NC(=O)Nc2ccc3c(c2)OCCO3)nc2ccccc2c1=O (stereo unspecified),-12%,-0.9%,4%,1%,5%,1%,?,?
COc1ccc(-n2cnnc2)cc1,-5%,-1.2%,-7%,2%,-6%,1%,4%[46.1 µM],-2%
COc1cc(C(F)(F)F)c(C(=O)N(C)c2ccc(Cl)cc2)cn1,2%,-0.3%,-11%,-8%,-3%,14%,4%,-16%
Cc1ccc(C(=O)COC(=O)c2cnccn2)cc1[N+](=O)[O-],-1%,-1.8%,9%,6%,6%,-6%,-6%,-23%
O=C(Nc1cccc(S(=O)(=O)N2CCOCC2)c1)c1c2c(nc3ccccc13)CCC2,-2%,-0.9%,2%,?,-6%,-2%,-12%,-11%
CC[N+]1(C)C2CCC1CC(OC(=O)[C@H]1CCC(C(=O)OC3CC4CCC(C3)[N+]4(C)CC)(c3ccccc3)c3ccccc31)C2 (stereo partly specified),·,3.2%,7%,·,3%,2%,·,-3%
CCOC(=O)N1CCN(c2ccc(C(C)=O)cc2F)CC1C (stereo unspecified),22%,-0.6%,-4%,3%,-10%,-3%,-8%,3%
CC1CCCCN1C(=O)CCc1nnc(Cc2c[nH]c3ccccc23)o1 (stereo unspecified),-7%,1.9%,-2%,9%,-9%,-7%,-4%,-5%
CCOC(=O)N1CCN(C(=O)c2oc(=O)c3ccccc3c2-c2ccc(C)cc2)CC1,0%,0.0%,4%,1%[15.4 µM],5%,0.014µM*,-22%[46.1 µM],-1%
c1ccc(-n2c(-c3cccs3)nc3nc4ccccc4nc32)cc1,1%,0.0%,?,?,15%,?,-8%,2%
Cc1ccc(-n2c(SCC(=O)NCCN3C(=O)CSC3=O)nnc2-c2ccccc2)cc1,-2%,-1.3%,1%,2%,7%,1%,0%,8%
O=C(NCc1ccc2c(c1)OCO2)c1cc(-c2ccc(Cl)cc2Cl)on1,12%,0.4%,1%,0%,-7%,?,-14%[46.1 µM],-1%
Cc1cc(C(=O)NCc2ccccc2)c(=O)[nH]c1C,8%,-7.3%,13%,-9%,6%,?,-1%[46.1 µM],1%
CN1CCN(C(=O)c2ccc(Cl)c(S(=O)(=O)N3CCCCC3)c2)CC1,2%,-2.0%,-6%,-3%,-5%,?,5%[46.1 µM],0%
O=C(COc1ccc([N+](=O)[O-])cc1)Nc1ccc(N2CCCC2)cc1,-9%,1.1%,-4%,12%,-7%,-9%,4%,-15%
CN(CC(=O)Nc1ccncc1)S(=O)(=O)c1ccc(Cl)cc1,9%,-1.3%,17%,3%,?,12%,0%[46.1 µM],7%
COC(=O)c1sc2nc(C)cc(C)c2c1N,-7%,2.4%,4%,?,6%,?,-1%,-5%
CCc1cc2c(cc3c(=O)n(CC(=O)N4CCN(c5ccccn5)CC4)nc(CC)n32)s1,1%,-1.1%,0%,-17%,-4%,?,-11%[46.1 µM],1%
COc1ccc(CNC(=O)COC(=O)c2ccco2)cc1,-6%,-0.1%,-4%,9%,3%,?,7%,7%
CCOc1c2c(nc3ccc(Cl)cc13)CCC2,4%,-1.0%,-4%,?,-6%,9%,-14%[46.1 µM],-11%
CC(C)NC(=O)c1onc(CSc2cccc(Cl)c2)c1C(=O)O,0%,0.3%,-11%,1%,-5%,-6%,-4%[46.1 µM],0%
Cc1ccc2sc(C)[n+](CCO)c2c1,-1%,-6.3%,-5%,-4%,5%,-1%,18%,-7%
CC(C)COCC(O)CCC(=O)NNC(=S)Nc1ccccc1 (stereo unspecified),?,1.1%,6%,6%,4%,-4%,8%,-7%
O=C(Nc1nc2ccccc2n1CCN1CCCC1)C1CCCCC1,-1%,1.0%,-1%,2%,-2%,-3%,-9%[46.1 µM],-7%
COc1ccc(C(CC(=O)Nc2ccc(F)cc2)c2ccccc2)cc1 (stereo unspecified),-11%,-1.1%,-10%,-4%,0%,-13%,?,-27%
COC(=O)Cc1csc(Nc2ccc(F)c(Cl)c2)n1,-19%,-0.1%,-4%,3%,-5%,4%,15%,?
CC(C)[C@H](NC(=O)c1ccco1)C(=O)OCC(=O)N(C)c1ccccc1,1%,-0.2%,6%,-5%,-7%,5%,-22%,1%
COC(=O)c1cc(OC)c(OC)cc1NC(=O)c1ccccc1,2%,-0.1%,-5%,6%,-2%,-3%,-7%[46.1 µM],0%
CC(=O)Nc1ccc(/C(C)=N/NC(=O)c2ccc(F)cc2)cc1,-4%,-1.8%,0%,4%,-1%,1%,6%,4%
Cc1ccc(S(=O)(=O)Nc2cc(C(C(=O)OC(C)C)C(=O)C(F)(F)F)c(O)c3ccccc23)c(C)c1 (stereo unspecified),?,1.0%,4%,6%,-2%,-5%,?,?
Cc1ccc(N(C)C(=O)C2CCCN2S(=O)(=O)c2cccc3nsnc23)cc1 (stereo unspecified),0%,-4.5%,6%,·,1%,·,-8%,-7%[0.0958 µM]
COc1ccccc1N=c1oc2cc(O)ccc2cc1C(=O)NCC1CCCO1 (stereo unspecified),0%,-1.1%,?,?,?,?,?,?
CN(C)CCCNCCCNC(=O)c1ccco1,4%,-1.0%,-6%,9%,-9%,15%,-3%[46.1 µM],5%

# 3 entries from above in a different format.
SMILES: CC(C)NC(=O)c1onc(CSc2cccc(Cl)c2)c1C(=O)O
  GAA glycogen mod: 0% | Epigenetic reg: 0.3% | aGal spleen mod: -11% | GAA inh: 1% | aGlu spleen mod: -5% | ALDH1A1 block: -6% | NPSR antag: -4%[46.1 µM] | Tau fluor cs: 0%

SMILES: Cc1ccc2sc(C)[n+](CCO)c2c1
  GAA glycogen mod: -1% | Epigenetic reg: -6.3% | aGal spleen mod: -5% | GAA inh: -4% | aGlu spleen mod: 5% | ALDH1A1 block: -1% | NPSR antag: 18% | Tau fluor cs: -7%

SMILES: CC(C)COCC(O)CCC(=O)NNC(=S)Nc1ccccc1 (stereo unspecified)
  GAA glycogen mod: ? | Epigenetic reg: 1.1% | aGal spleen mod: 6% | GAA inh: 6% | aGlu spleen mod: 4% | ALDH1A1 block: -4% | NPSR antag: 8% | Tau fluor cs: -7%

# Compound activity from PubChem.
